Screens (PubChem)
MLLE-PAM2 inh: blocks PAM2 peptide binding to the PABP1 MLLE domain; 360,000 tested, 0.36% active; P11940; AID 588489; GST-MLLE / FITC-PAM2 fluorescence polarization; inhibition, % at 20 µM; in the data active = inhibition above about 35%, passing the limit was not always enough;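 note: plate controls were DMSO wells with GST-MLLE for no effect and wells lacking GST-MLLE protein for full effect; some results filed as inactive read as strong as hits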
Target sequence (P11940 whole entry, looked up, the tested form may be a part): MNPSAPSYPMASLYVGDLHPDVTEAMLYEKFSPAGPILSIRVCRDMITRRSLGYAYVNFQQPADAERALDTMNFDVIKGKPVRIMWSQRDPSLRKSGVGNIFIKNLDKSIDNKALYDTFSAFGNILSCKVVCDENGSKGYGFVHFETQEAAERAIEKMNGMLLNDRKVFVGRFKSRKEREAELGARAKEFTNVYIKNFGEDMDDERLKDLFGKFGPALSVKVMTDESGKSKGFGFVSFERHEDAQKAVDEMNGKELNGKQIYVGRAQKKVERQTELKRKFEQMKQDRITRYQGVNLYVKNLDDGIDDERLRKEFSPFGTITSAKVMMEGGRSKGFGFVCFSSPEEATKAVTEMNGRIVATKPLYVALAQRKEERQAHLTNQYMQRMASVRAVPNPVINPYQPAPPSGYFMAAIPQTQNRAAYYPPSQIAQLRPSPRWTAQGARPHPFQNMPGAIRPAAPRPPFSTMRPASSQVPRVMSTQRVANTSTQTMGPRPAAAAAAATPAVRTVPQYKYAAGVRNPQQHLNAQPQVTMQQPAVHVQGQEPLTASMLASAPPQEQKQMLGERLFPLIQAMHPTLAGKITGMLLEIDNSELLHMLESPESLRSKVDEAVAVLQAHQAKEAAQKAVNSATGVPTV
CSN inh: CSN deneddylation inhibition | AID 651999 | Q92905 | 360,000 tested, 0.38% active | Purified CSN, SCF-Nedd8-OG deneddylation, fluorescence polarization | inhibition, % at 12.5 µM;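 active = pattern-corrected inhibition above about 35%, with an unprinted fluorescence ratio check between 0.5 and 1.5, limit read from the data, passing the limit was not always enough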;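 note: 0% = enzyme with substrate and 100% = substrate without enzyme; some results filed as inactive read as strong as hits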
Target sequence (Q92905 whole entry, looked up, one chain of several): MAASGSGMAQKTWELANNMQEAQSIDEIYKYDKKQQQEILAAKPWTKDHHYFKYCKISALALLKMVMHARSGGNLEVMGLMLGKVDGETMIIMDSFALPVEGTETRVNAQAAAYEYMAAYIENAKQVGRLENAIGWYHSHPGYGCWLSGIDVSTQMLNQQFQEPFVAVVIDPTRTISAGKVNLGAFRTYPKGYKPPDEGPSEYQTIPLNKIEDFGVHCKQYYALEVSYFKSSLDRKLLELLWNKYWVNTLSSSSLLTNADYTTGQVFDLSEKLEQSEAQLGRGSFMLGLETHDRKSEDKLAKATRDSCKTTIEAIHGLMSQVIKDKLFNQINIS
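Test system: Human Csn5 produced in HEK293T cells | Compound: 12.5 µM single point | Times: 90 min, room temperature | Signal: Fluorescence polarization readout | Read-out basis: % inhibition of substrate cleavage by Csn5 | Controls: no-enzyme wells high, enzyme-with-substrate wells low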
Rin1 Abl inh: human Rin1-Abl interaction inhibition. 360,000 tested, 0.4% active. inhibition, % at 7.35 µM. P00519+Q13671. TR-FRET Rin1/Abl binding, biochemical. AID 588664; in the data active = inhibition above about 5%, passing the limit was not always enough
MsrA act: activators of bovine methionine sulfoxide reductase A; purified bovine MsrA, absorbance read-out; activation, % at 10.6 µM; 360,000 tested, 0.3% active; in the data active = activation above about 7.5%;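 note: 0% = vehicle and 100% = reference activator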
eLon inh: inhibits E. coli Lon protease; 360,000 tested, 0.42% active; AID 602123; purified E. coli Lon protease, fluorescence polarization; inhibition, % at 7.94 µM; P0A9M0; in the data active = inhibition above about 13%, passing the limit was not always enough;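 note: 0% = enzyme with probe and DMSO and 100% = no enzyme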
MT1-MMP act inh: inhibitors of human MT1-MMP activation | P50281 | HT1080 RFP-PRO-GFP cells, GFP/RFP ratio fluorescence, overnight; percent of plate control window, DMSO zero | GFP/RFP ratio change, % at 20 µM | 360,000 tested, 0.061% active | AID 651647;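 active = GFP/RFP ratio change of at least 30% with cell ATP level not reduced by more than half and red fluorescence within 50% of control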; note: strong numbers were not always called active
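Material – HT1080 RFP-PRO-GFP cells · Control set – DMSO wells and RFP-L50D-GFP cells · Incubation – overnight cell settling, then overnight compound exposure, 37 °C, 5% CO2 · Compound dosing – single-point 20 µM compound, 1% DMSO · Read-out – GFP/RFP fluorescence ratio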
FAS-TE inh: inhibitors of human fatty acid synthase thioesterase domain; AID 602261; P49327; recombinant FAS-TE, OMFH fluorogenic substrate, fluorescence endpoint; inhibition, % at 15 µM; 360,000 tested, 0.67% active;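 active = compounds whose normalised, plate-corrected inhibition of enzyme fluorescence in the single-dose primary screen is 50% or more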;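 note: 0% = DMSO with enzyme and 100% = substrate without enzyme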
Rpn11 inh: blocks the human proteasome subunit Rpn11. human 26S proteasome, Ub4-pepOG fluorescence polarization; 20S core pre-blocked with epoxomicin. calls only at 20 µM. AID 588493. 360,000 tested, 0.59% active;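 active = inhibition at 20 µM, scaled to each plate's controls, above about 33%, limit read from the data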
MsrA inh: bovine MsrA inhibition; AID 651718; inhibition, % at 15.5 µM; 360,000 tested, 0.75% active; purified bovine MsrA, absorbance read-out; in the data active = inhibition above about 4.5%;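 note: 0% = vehicle wells with enzyme and 100% = reference inhibitor wells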
Starred values were filed as active, the others as inactive; i = inactive; x = no result given. Compounds were not picked by outcome; overall some 3.7% were active at least once.

SMILES	MLLE-PAM2 inh	CSN inh	Rin1 Abl inh	MsrA act	eLon inh	MT1-MMP act inh	FAS-TE inh	Rpn11 inh	MsrA inh
O=C(O)C1CCN(C(=O)CSc2nc3ccccc3c(=O)n2-c2ccc(Cl)cc2)CC1	-7.0	-2.3	0.9	-6.2	0.4	4.4	-2.8	i	-0.7
CCc1cccc(NC(=O)Cc2ccc(OC)c(OC)c2)c1	2.2	-17.6	-1.5	-1.7	-14.8	-2.7	-7.3	i	0.7
O=c1cc(N2CCCCC2)c(-c2ccccc2)nn1Cc1ccc(Cl)cc1	1.8	0.4	1.7	-5.3	-6.3	-19.7	28.1	i	0.4
COc1ccccc1N1CCN(C(=O)c2ccc3c(Cl)c4c(nc3c2)CCCC4)CC1	1.2	-0.9	-4.0	0.8	0.7	4.2	25.4	i	x
CC1(Oc2cccc(F)c2)CCN(Cc2ccccc2OC(F)F)C1 (configuration not stated)	2.7	4.6	-2.7	-0.5	1.9	-0.7	11.7	i	-0.1
COc1ccc(C(C(=O)NC(C)(C)C)N(CCc2ccc(OC)c(OC)c2)C(=O)CCC(=O)Nc2cc(C)on2)cc1 (configuration not stated)	1.4	2.9	1.3	-3.8	5.3	-1.6	-1.0	i	-0.5
O=C1NC[C@H](CCCCN2C[C@H](Cc3ccccc3)N(CCc3ccccc3)C(=O)C2=O)N(CCC2CCCCC2)C1=O	x	-1.5	x	-1.6	3.0	2.7	21.3	x	0.2
CC(C)OC(=O)c1c(NC(=O)Cn2cnc([N+](=O)[O-])n2)sc2c1CCCC2	28.3	0.8	-1.1	-1.4	13.1	1.9	24.0	i	1.2
O=C(O)CCCCCCCCc1cn(CC2CCCCC2)nn1	4.7	5.3	-0.1	-6.2	-2.4	-4.2	-10.2	i	-0.3
CCCCc1cc(C(=O)Cc2ccccn2)c(O)cc1O	3.1	-1.7	1.5	-3.7	-0.9	-9.4	-3.8	i	0.2
CS(=O)(=O)c1nc(S(=O)(=O)c2ccc(Cl)cc2)c(NCc2ccccn2)s1	-12.1	-2.6	1.4	-7.2	-0.9	-0.9	2.9	i	1.4
O=C(CNS(=O)(=O)c1ccccc1)N1CCCC1	5.8	-6.1	2.6	-3.5	-3.7	-2.2	-3.3	i	0.1
Cc1ccc(C(=O)Nc2sc3c(c2C(=O)O)CCC(C)C3)o1 (configuration not stated)	9.7	-1.5	3.6	-4.8	-5.2	-15.5	1.1	i	1.0
CCOC(=O)c1cnc(-c2ccccc2)nc1-c1ccccc1	-10.1	1.3	-0.5	-3.1	-2.0	4.3	18.9	i	0.0
Cc1ccc(C)c(NS(=O)(=O)c2cc(C(=O)NCc3ccccn3)ccc2C)c1	7.7	0.4	2.8	-10.6	-0.5	2.0	-4.0	i	-0.1
CCNC(=O)COC(=O)c1ccc(S(=O)(=O)N2CCCCCC2)cc1	-21.4	-2.1	1.6	-2.5	-5.2	0.3	-4.6	i	-0.3
COc1ccc([N+](=O)[O-])cc1NS(=O)(=O)c1cccc(C(=O)NCCCN2CCCC2=O)c1	4.0	-1.4	1.5	-0.6	-2.2	-0.6	-3.9	i	2.0
COC(=O)c1ccc2c(=O)n(CCO)c(=S)[nH]c2c1	-35.3	3.0	3.8	-2.2	-2.6	6.8	-2.2	i	0.6
Cc1cc(=O)oc2c(C)c(OC(=O)c3ccco3)ccc12	15.0	7.2	2.0	-1.5	0.5	-18.9	0.8	i	-0.3
Cc1ccccc1-c1nc(CS(=O)CC(=O)NC2CCCC2)c(C)o1 (configuration not stated)	22.3	-0.3	-0.6	-4.0	-6.0	-5.3	-1.2	i	1.2
Cc1ccccc1-n1nc2c(c1NC(=O)c1c(-c3ccccc3Cl)noc1C)CS(=O)(=O)C2	-9.8	8.0	2.3	-6.6	1.5	-4.3	1.0	i	-0.2
O=C(/C=C/c1cccs1)Nc1ccc(N2CCOCC2)c(S(=O)(=O)Nc2cc(Cl)ccc2Cl)c1	0.8	4.5	-3.1	-11.4	1.2	-4.4	24.6	i	0.3
O=C(CN1C(=O)NC2(CCCC2)C1=O)NCCC1=CCCCC1	3.8	0.5	-0.9	-2.8	4.5	-1.5	-5.0	i	-0.9
Cc1cc(C(=O)CSc2nnnn2-c2ccccc2)c(C)n1-c1ccc2c(c1)OCO2	-60.0	-4.8	2.3	4.9	-2.6	-1.8	24.0	i	1.5
CCCN(CCC)CCNC(=O)c1cc2c(-c3ccc(Cl)cc3)nn(C)c2s1	-11.6	4.4	-0.2	-7.2	6.7	1.0	1.3	i	0.5

4 entries already listed, arranged by the number in MsrA inh, falling.
compound | MLLE-PAM2 inh | CSN inh | Rin1 Abl inh | MsrA act | eLon inh | MT1-MMP act inh | Rpn11 inh | MsrA inh
CCc1cccc(NC(=O)Cc2ccc(OC)c(OC)c2)c1 | 2.2 | -17.6 | -1.5 | -1.7 | -14.8 | -2.7 | i | 0.7
CCOC(=O)c1cnc(-c2ccccc2)nc1-c1ccccc1 | -10.1 | 1.3 | -0.5 | -3.1 | -2.0 | 4.3 | i | 0.0
CCNC(=O)COC(=O)c1ccc(S(=O)(=O)N2CCCCCC2)cc1 | -21.4 | -2.1 | 1.6 | -2.5 | -5.2 | 0.3 | i | -0.3
COc1ccc(C(C(=O)NC(C)(C)C)N(CCc2ccc(OC)c(OC)c2)C(=O)CCC(=O)Nc2cc(C)on2)cc1 (configuration not stated) | 1.4 | 2.9 | 1.3 | -3.8 | 5.3 | -1.6 | i | -0.5

Continuation:
SMILES	MLLE-PAM2 inh	CSN inh	Rin1 Abl inh	MsrA act	eLon inh	MT1-MMP act inh	FAS-TE inh	Rpn11 inh	MsrA inh
N#Cc1ccccc1S(=O)(=O)N1CCN(CC(=O)NCC2(N3CCOCC3)CCCCC2)CC1	13.5	-6.3	-2.6	-4.0	1.7	-4.0	-4.2	i	0.3
COc1ccccc1CN(CC(=O)NCC1CCCO1)C(=O)CNS(=O)(=O)c1ccc(C)cc1 (configuration not stated)	-1.8	1.8	2.3	4.6	1.0	4.9	-6.6	i	0.4
O=C(CCCN1C(=O)c2cccc3cccc(c23)C1=O)Nc1ccon1	8.3	-5.4	-1.4	-3.4	-0.7	-2.1	0.6	i	1.7
CCCCC(=O)OCC(=O)c1cc(C)n(-c2c(C)n(C)n(-c3ccccc3)c2=O)c1C	-6.6	-6.7	-1.2	-1.3	-8.8	-0.8	-3.7	i	0.4
O=C(c1ccc2ccccc2c1)C1CCCN(C(=O)CN2C(=O)CSC2=O)C1 (configuration not stated)	10.4	7.2	-2.5	-4.3	1.6	-0.2	0.9	i	-0.5
Cc1ccc(-c2cc(C(=O)OCC(=O)Nc3cc(C)on3)c3ccccc3n2)c(C)c1	-14.9	-0.4	-4.2	-1.8	-4.5	-1.1	21.1	i	0.7
CC1=C([N+](=O)[O-])C(c2ccccc2Cl)NC(=O)N1C (configuration not stated)	0.6	-3.6	-2.8	-2.1	1.8	-1.6	-3.2	i	0.9
COc1ccc([C@H]2CC(=O)C=C(c3cccc(Br)c3)C2)cc1	8.2	-1.4	0.4	-1.2	1.0	-0.1	27.4	i	-1.6
COc1ccc(NC(=O)CNc2ccccc2C(C)=O)cc1S(=O)(=O)N1CCOCC1	-13.8	1.8	-2.0	-3.4	5.2	-5.7	-4.7	i	2.1
Cc1cccc(C)c1NC(=O)CN(C)C(=O)Cn1c(=O)cnc2ccccc21	-22.1	3.8	0.2	-1.5	-17.8	-1.1	-5.1	i	0.7
Cc1ccnc2nc(C(=O)Nc3ccc(S(=O)(=O)N4CCCC4)cc3)nn12	7.8	-1.1	-0.2	-4.0	0.5	1.2	-5.1	i	-0.5
CC(C)C(=O)Nc1nnc(SCC(=O)NC2CCCC2)s1	2.9	0.2	2.9	-4.2	-6.8	5.1	-8.2	i	-0.4
COc1cc(NC(=O)CC[C@H]2O[C@@H](n3cnc4c(NC(=O)c5ccccc5)ncnc43)[C@H](O)[C@@H]2O)cc(OC)c1OC	-9.3	1.4	11.3	-0.8	1.6	1.4	-11.3	i	-0.3
COc1ccc(-n2c(=O)c3ccccc3n(CC(=O)Nc3cc(C)on3)c2=O)cc1OC	-1.8	-0.5	-1.1	-3.5	1.5	-0.5	-9.7	i	-0.9
COc1ccc2nc(C)cc(Sc3nc4ccccc4s3)c2c1	-3.6	4.8	-0.2	3.9	2.9	3.3	26.7	i	0.8
COc1ccc(-c2nc3c(n2O)CCC/C3=N\O)cc1	-11.7	-5.3	1.3	-4.5	-7.8	0.0	-11.7	i	0.6
O=C(Nc1nnc(-c2ccc(Cl)cc2)o1)Nc1ccccc1Cl	8.3	2.8	-0.1	-7.7	-4.7	-1.5	-4.8	i	-0.1
O=C(CSc1cn[nH]n1)Nc1ccccc1C(F)(F)F	25.0	2.9	-2.6	-0.7	-4.9	-3.1	-6.1	i	-1.0
CCOC(=O)C1CCCN(S(=O)(=O)c2cc(OCC(N)=O)c(C)cc2Cl)C1 (configuration not stated)	-3.9	-3.0	0.3	-3.8	5.8	1.1	-4.6	i	-1.2
CN1C(C(=O)Nc2ccc(OC(F)(F)F)cc2)=CC(c2cccs2)=NS1(=O)=O	2.4	0.2	-3.4	-2.2	-7.6	-2.5	23.0	i	1.3
O=C(COC(=O)c1ccc(O)cc1)NC1CCCC1	6.0	0.2	1.3	-2.4	-1.9	-7.9	-1.8	i	0.1
CCCC1(C2CCCC2)NC(=O)NC1=O (configuration not stated)	-3.0	1.2	-0.2	-2.5	-16.9	1.3	-6.8	i	1.7
COc1ccc(NC(=O)CSc2nnc(-c3ccncc3)o2)c([N+](=O)[O-])c1	-1.6	1.7	-1.6	-4.6	10.2	-3.4	-4.4	i	3.3
CC1(C)NC(C)(C)/C(=C\c2cccs2)C(=O)C1=O	1.8	0.0	2.3	-11.9	3.9	1.0	-7.3	i	3.7
O=C1c2ccccc2C(O)N1Cc1ccc2c(c1)OCO2 (configuration not stated)	6.7	-3.6	-0.4	-5.8	15.4*	2.7	-2.0	i	0.6
Going on with the list:
SMILES	MLLE-PAM2 inh	CSN inh	Rin1 Abl inh	MsrA act	eLon inh	MT1-MMP act inh	FAS-TE inh	Rpn11 inh	MsrA inh
Cn1c(=O)c2c3c(sc2n2cnnc12)CCC3	-0.1	5.1	-1.0	-0.5	9.5	3.2	-4.4	i	1.8
O=C(c1cc2nc(-c3ccco3)cc(C(F)(F)F)n2n1)N1CCN(Cc2ccccc2)CC1	-1.3	3.4	-0.4	-1.3	-4.8	1.8	3.7	i	2.3
COc1ccc(-c2onc(C)c2-c2cscn2)c(O)c1	-15.8	-4.2	2.5	-13.0	0.0	-2.0	-5.7	i	0.0
O=C(NCC(c1cccs1)N1CCc2ccccc21)c1ccccc1 (configuration not stated)	4.0	-0.3	-0.5	-1.9	3.4	-6.2	16.4	i	0.7
CCOC(=O)c1ccc(NC(=S)Nc2ccc(C)cc2)cc1	17.8	-0.6	3.9	-6.0	-8.5	2.2	1.3	i	-0.3
O=C(CNC(=O)c1cccc(OC(F)F)c1)OCn1nnc2ccccc2c1=O	9.1	-3.6	0.5	-2.4	-12.5	0.0	0.2	i	-0.5
O=C(/C=N/O)NCCCN1CCOCC1	1.9	-16.6	-0.1	-2.0	-0.6	0.9	-13.1	i	0.1
O=C(NCc1ccc(F)cc1)C(=O)NCC1OCCN1C(=O)c1cccs1 (configuration not stated)	-0.3	-3.0	0.5	-3.3	1.6	1.3	-5.4	i	1.2
CC(C)COC(=O)C(N)C(C(=O)OCC(C)C)c1ccccc1 (configuration not stated)	1.6	-2.3	1.5	2.2	-6.8	-1.4	-2.3	i	0.1
O=C(COc1ccc(Cl)cc1Cl)NNC(=S)Nc1ccc(F)cc1	28.8	3.3	-2.4	-3.2	7.2	19.3	-1.8	i	x
